Screens deposited in PubChem BioAssay by Broad Institute.
EWS-Fli inh – blocks EWS/Fli oncoprotein-driven transcription; A673 NR0B1-luciferase reporter, viability-normalised; 0.67% of 350,000 active; inhibition, % at 12.6 µM; AID 651661;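 active = mean inhibition of at least 50% after viability correction, with every replicate also passing that limit; inconclusive = mean reaches 50% but only one of two replicates passes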;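 also: firefly luciferase signal divided by Alamar Blue viability fluorescence both relative to DMSO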
GSIS activator – GLuc luminescence reporter in INS-1E cells, primary screen for activators of glucose-dependent secretion of insulin | INS-1E GLuc reporter insulin secretion, 2-3 h | AID 743287 | activation, % at 16.6 µM | 0.61% of 370,000 active;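 active = lowest replicate activation of at least 40%, so every replicate reaches that level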;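 also: 0% = median of neutral control wells and 100% = median of IBMX positive control wells; some compounds called inactive have numbers as strong as hits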
CFTR F508del cor – CFTR F508del correction in bronchial cells. CFBE cells, YFP halide quenching; stimulated with forskolin plus potentiator P3; % fluorescence drop versus neutral controls. activity (quench increase), % at 7.58 µM. 0.36% of 350,000 active;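 active = mean added fluorescence quench of at least 8% versus neutral control, with both replicates also reaching 8%; inconclusive = only one of the mean or replicate conditions met; inactive = mean below 8% and not both replicates reaching 8%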;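 also: cells transiently co-express mutant CFTR-F508del with the halide-sensitive YFP; corrector assay measuring rescue of mutant channel to the surface after 24 h compound exposure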
ERp5 inh – inhibitors of human ERp5; Q15084; ERp5 insulin aggregation, absorbance 650 nm, 90 min; inhibition, % at 9.99 µM; 0.05% of 350,000 active; AID 651711;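 active = mean replicate inhibition above about 25%, with every replicate also reaching it, limit read from the data, passing the limit was not always enough; inconclusive = only one of those two criteria met; inactive = neither criterion met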
Target sequence (Q15084 whole entry, looked up): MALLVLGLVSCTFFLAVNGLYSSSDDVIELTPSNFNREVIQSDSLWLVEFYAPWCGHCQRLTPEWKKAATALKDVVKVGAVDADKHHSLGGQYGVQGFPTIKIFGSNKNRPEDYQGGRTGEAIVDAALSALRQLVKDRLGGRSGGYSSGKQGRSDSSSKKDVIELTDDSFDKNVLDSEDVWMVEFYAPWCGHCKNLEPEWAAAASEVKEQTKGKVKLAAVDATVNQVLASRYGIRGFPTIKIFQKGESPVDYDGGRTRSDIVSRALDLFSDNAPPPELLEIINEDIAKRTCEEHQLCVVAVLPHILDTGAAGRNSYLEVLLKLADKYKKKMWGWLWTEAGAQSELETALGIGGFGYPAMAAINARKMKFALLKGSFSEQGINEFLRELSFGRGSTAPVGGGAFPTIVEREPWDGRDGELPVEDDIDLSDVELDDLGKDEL
DENV2 CPE – protects cells from dengue virus 2 cytopathic effect; DENV2-infected cells, cytopathic effect rescue, plate reader; CPE inhibition, % at 9.99 µM; 1.7% of 350,000 active; AID 651640; in the data active = CPE inhibition above about 20%, passing the limit was not always enough; inconclusive = no clear call, values can overlap the other calls; tested in BHK-21 cells;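 also: 0% = median of neutral control wells and 100% = median of positive control wells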
ARNT TACC3 PPI – ARNT/TACC3 interaction disruption. Q9Y6A5. AlphaScreen His-ARNT PAS-B/GST-TACC3 binding, luminescence; TACC3 fragment carries E629A point mutation. inhibition, % at 9.99 µM. 0.66% of 390,000 active;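 active = mean inhibition of replicates at least 50% and at least half of replicates each reaching 50%; inconclusive = half or more replicates reach 50% but mean below 50%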;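 also: 0% = complete ARNT plus TACC3 wells and 100% = ARNT alone without TACC3; many hits fall short of the cut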
PAX8 reporter – PAX8 transcriptional activity inhibition | RMG-I TPO-luciferase reporter, SteadyGlo, 24 h | inhibition, % at 12.6 µM | 1.2% of 360,000 active | AID 652154;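 active = mean replicate inhibition at least 60% with every replicate also reaching 60%; inconclusive = only one of the two criteria is met; inactive = mean below 60% and not all replicates reaching 60%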;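 also: luciferase light reporting Pax8 driven TPO promoter activity; plate controls were median of neutral control wells for no effect and mitoxantrone controls for full effect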
XiGFP reactiv – activators of X-chromosome reactivation in mouse fibroblasts; AID 743238; activation, % at 7.58 µM; XiGFP mouse fibroblasts, % GFP-positive cells imaging, 3 d; cells co-treated with 5-aza-dC sensitizer; scaled so ellipticine positive control = 100%; 0.055% of 360,000 active;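 active = mean normalized replicate activation at least 10% and every replicate at or above 10%; inconclusive = only one of the two criteria met; inactive = mean below 10% and not all replicates reach 10%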;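 also: 0% = median of on-plate neutral control wells and 100% = ellipticine 6 µM median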
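Material: XiGFP fibroblasts, SV40-immortalized. Buffer or medium: DMEM plus 5-aza-dC sensitizer. Compound: single concentration per compound, delivered by pin transfer. Times: 3 days compound exposure. Controls: ellipticine 6 µM.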
Active calls of the source: *; ? = inconclusive; · = no result given; & = joins results of further samples.

Results follow in this order: EWS-Fli inh, GSIS activator, CFTR F508del cor, ERp5 inh, DENV2 CPE, ARNT TACC3 PPI, PAX8 reporter, XiGFP reactiv
CCOC(=O)Cc1csc(NS(=O)(=O)c2cccc([N+](=O)[O-])c2)n1
 : -1, 43, -1.6, 4, -1, -2, 14, 0.2
O=C(Nc1cccc(O)c1)C(Cc1ccccc1)N1C(=O)c2cccc3cccc(c23)C1=O (configuration not stated)
 : -3, 7, -1.2, 1, ·, ·, 16, 0.0
CCC(Sc1nncn1C)C(=O)Nc1nnc(-c2ccccc2Cl)s1 (configuration not stated)
 : -14, ·, 2.0, 1, -7, ·, -32, 0.1
COC(=O)c1cccc(Oc2nc3c(c(=O)n(C)c(=O)n3C)n2C(C)C)c1
 : -3, ·, -1.3, -3, ?, -7, 19, 0.0
CCc1noc(C)c1C(=O)N(CC)CC(=O)Nc1ccccc1C(F)(F)F
 : 5, 4, 2.0, 3, -2, 1, -4, -0.1
C[C@@H]1CN([C@@H](C)CO)C(=O)c2cc(NC(=O)C3CC3)ccc2O[C@H]1CN(C)C(=O)Nc1ccccc1
 : -13, 31, 0.5, -9, 7, -7, -4, -0.8
CCN(C(=O)COC(=O)CSc1ccc([N+](=O)[O-])cc1)C1CCS(=O)(=O)C1 (configuration not stated)
 : 4, 6, -2.4, -4, 7, -4, 12, 0.1
COc1ccccc1S(=O)(=O)N[C@@H]1CC[C@H](CC(=O)NCc2cc(F)cc(F)c2)O[C@@H]1CO
 : -4, 3, -2.0, 2, 4, ·, -7, -0.6
C[C@H](CO)N1C[C@H](C)[C@@H](CN(C)Cc2ccc(C(=O)O)cc2)Oc2ncc(-c3ccc(F)cc3)cc2C1=O
 : -12, -11, -0.5, 1, 6, 3, ·, 0.1
CC(C)(CNC(=O)c1cccc(F)c1)CNC(=O)c1cccc(F)c1
 : 16, -16, -0.1, 1, -4, -2, -4, -0.1
C[C@@H]1CN([C@H](C)CO)C(=O)c2c(c3ccccc3n2C)-c2ccccc2CO[C@H]1CN(C)Cc1cccc(O)c1
 : 7, -3, 2.5, 0, 9, ·, ·, 0.5
c1ccc(-c2nc3ccccc3c3nc4ccccc4n23)cc1
 : ·, 16, ·, ·, ·, -1, 7, 0.0
CCOc1ccccc1NC(=O)c1cccc(NC2=NC3CS(=O)(=O)CC3S2)c1 (configuration not stated)
 : -6, 30, -0.4, -2, 1, -4, 0, 0.0
O=C(C[C@@H]1CC[C@H]2[C@@H](COC[C@@H](O)CN2C(=O)c2ccccc2)O1)Nc1nccs1
 : -3, 3, 0.6, 4, -4, 0, 4, -0.1
CC(=O)c1ccc([N+](=O)[O-])c(CS(=O)(=O)c2ccccc2)c1
 : -5, 7, -3.7, 3, 11, -5, 4, 0.1
COc1ccc(-c2cc(C(=O)Nc3c(Cl)cc(Cl)cc3Cl)c3ccccc3n2)cc1OC
 : 14, -4, ·, 3, -9, -8, 15, 0.1
Cc1ccc(NS(=O)(=O)c2ccc(C(=O)OCC(=O)NCC3CCCO3)cc2)cc1 (configuration not stated)
 : -4, -32, -0.2, -2, 9, -4, 1, 0.0
c1ccc(C2OCCN2c2ccccc2)cc1 (configuration not stated)
 : 4, 3, 0.5, -9, 11, -2, 3, 0.1
CC(C)CC#Cc1cnc2c(c1)C(=O)N([C@H](C)CO)C[C@H](C)[C@H](CN(C)Cc1ccccc1F)O2
 : -3, -26, -1.3, 0, -9, 1, ·, -0.2
COc1ccc(C(C(=O)NC2CCCC2)N(Cc2ccc(F)cc2)C(=O)c2ccn[nH]2)cc1OC (configuration not stated)
 : 3, -12, -4.6, 15, ·, -5, ·, ·

The listing continues.
Results follow in this order: EWS-Fli inh, GSIS activator, CFTR F508del cor, ERp5 inh, DENV2 CPE, ARNT TACC3 PPI, PAX8 reporter, XiGFP reactiv
Cc1nc2sc(C(c3ccco3)N3CCN(C(c4ccccc4)c4ccccc4)CC3)c(O)n2n1 (configuration not stated)
 : -3, ·, -2.8, -2, 3, 28, 88*, 0.2
Cc1ccc(C)c(NC(=O)[C@@H]2CCCN2S(=O)(=O)c2ccccc2F)c1
 : -4, 6, 0.6, 2, -8, -4, 10, 2.0
COCCn1c(N)c(N(Cc2ccccc2)C(=O)CSCC(=O)Nc2ccc(C)cc2)c(=O)[nH]c1=O
 : 2, 3, 1.3, -2, 7, -5, 8, 0.4
C[C@@H]1CN([C@@H](C)CO)C(=O)Cc2cc(NS(=O)(=O)c3cn(C)cn3)ccc2O[C@@H]1CN(C)Cc1ccc(C(=O)O)cc1
 : -6, 12, 0.0, -4, 2, 4, -13, 0.4
Cc1ccc(C)c(-c2csc(NC(=O)c3cnccn3)n2)c1
 : 20, -4, -0.6, 1, -5, ·, -1, 0.2
C[C@H]1CN([C@@H](C)CO)C(=O)c2cc(Br)cnc2O[C@@H]1CN(C)Cc1ccccn1
 : -6, 20, 0.4, 2, -2, 7, ·, 0.2
O=Cc1ccccc1-c1cn(CCCOCc2ccccc2)nn1
 : -3, ·, 5.2, 3, ·, 0, 4, 0.0
COC(=O)[C@]12C[C@H](CC(=O)NCc3ccccc3)C(=O)N(Cc3ccccc3)C1=C[C@H](C(C)C)O[C@@H]2C1CC1
 : -3, ·, 3.8, 4, -7, ·, -16, 0.0
Cn1ccc2c(N3CCCCCC3)cc3c(c21)C1CCC3O1 (configuration not stated)
 : -13, -11, -2.3, -1, 4, ·, -6, 0.1
CN(C)C(=O)c1cccc(-c2ccc3c(c2)[C@H]2[C@H](CCN2C(=O)c2ccc(F)cc2)[C@@H](CO)N3C)c1
 : 6, -13, -2.3, ·, -19, -6, -1, 0.3
COc1ccc(CSCC(=O)Nc2ccccc2SC)cc1
 : 4, -6, ·, -9, -1, -5, 9, -0.1
c1ccc2oc(-c3[nH]ncc3CN3CCSCC3)cc2c1
 : 1, 9, -0.6, 10, -4, -11, -6, 0.0
O=C(CN1CCCc2ccccc21)Nc1cc(S(=O)(=O)N2CCCC2)ccc1Cl
 : 10, -16, 3.6, -3, 15, 3, 14, 0.0
C[C@@H]1CN([C@@H](C)CO)C(=O)c2cc(NC(=O)Nc3ccc4c(c3)OCO4)ccc2O[C@@H]1CN(C)S(=O)(=O)c1cccs1
 : 2, 1, 2.3, -13, 3, 9, ·, -1.0
COc1ccc(C(=O)NC(=S)N(CCC(C)C)c2c(N)n(Cc3ccccc3)c(=O)[nH]c2=O)cc1
 : -7, 0, ·, -4, ·, 4, -7, 0.0
CCCc1nc2ccccc2c(NC(=O)CN(CC)CC)c1CC
 : -12, 12, 2.7, 2, 1, -5, 1, 0.2
CC1(C)OC(=O)C2=C(CC(CCc3ccccc3)OC2CCc2ccccc2)O1 (configuration not stated)
 : 8, 2, -2.5, 4, 4, ·, -16, 0.3
COc1cccc(-c2ccc([C@H]3[C@H](CO)N4CCCCN(S(=O)(=O)c5cn(C)cn5)C[C@@H]34)cc2)c1
 : 2, -15, -3.1, ·, ·, -4, 11, 0.0
CCOCCn1c(SC(C)C(C)=O)nc2c1c(=O)[nH]c(=O)n2C (configuration not stated)
 : -8, 9, -1.5, -1, -2, -5, -5, 0.4
CSCCC(c1nnnn1C1CCCCC1)N1CCN(C/C=C/c2ccccc2)CC1 (configuration not stated)
 : 15, -44, 1.4, 9, 1, ·, 6, -0.1

Continued.
Results follow in this order: EWS-Fli inh, GSIS activator, CFTR F508del cor, ERp5 inh, DENV2 CPE, ARNT TACC3 PPI, PAX8 reporter, XiGFP reactiv
COc1ccc(NC(=O)Nc2ccc3c(c2)C(=O)N([C@H](C)CO)C[C@H](C)[C@@H](CN(C)S(=O)(=O)c2ccccc2)OCCCC[C@@H](C)O3)cc1
 : -1, 12, 0.4, 6, -4, 4, 12, 0.0
COc1cc(NC(=O)CCS(=O)(=O)c2ccc3c(c2)oc(=O)n3C)cc(OC)c1OC
 : -2, 16, -0.3, 21, -4, 5, -3, 0.0
CCN(Cc1ccccc1)C(=O)CSc1nc(C)cc(C)c1C#N
 : -17, -10, -0.7, 11, -1, -1, 31, 0.0
COc1ccc(Cn2c(=O)c3[nH]cnc3n(-c3ccc(C)cc3)c2=O)cc1
 : 7, ·, 0.6, ·, -5, 5, -1, -0.1
C=CCn1c(-c2cccc(OCC)c2)n[nH]c1=S
 : -13, -2, 0.9, 0, 0, ·, -13, 0.1
C[C@@H]1CN([C@H](C)CO)C(=O)c2cccc(NC(=O)C3CCCCC3)c2O[C@H]1CN(C)Cc1ccc(C(=O)O)cc1
 : -2, 0, 5.9, -1, 2, 15, ·, 0.1
C[C@@H]1CN([C@@H](C)CO)S(=O)(=O)c2ccc(C3=CCCCC3)cc2O[C@@H]1CN(C)Cc1cccnc1
 : 8, -1, 0.5, 11, 10, 7, ·, -0.1
COC(=O)C1=NNC2C(=O)N(c3ccc(C)cc3)C(=O)C12 (configuration not stated)
 : -1, 3, 0.8, 5, -4, -3, -4, 0.0
NC(=O)c1ccc(NC(=O)COC(=O)c2n[nH]c3ccccc23)cc1
 : 3, 0, -4.4, 7, -10, -5, -5, 0.0
CCOc1ccc(S(=O)(=O)n2ccnc2)c2ccccc12
 : 8, -8, -1.1, -2, 2, 6, 5, -0.1
O=C(C1=C[C@H](C2CCCCC2)C[C@H](OCc2ccc(CO)cc2)O1)N1CCN(Cc2ccc3c(c2)OCO3)CC1
 : 1, ·, 3.2, 2, -8, 14&0, 39, ·
C[C@H](CO)N1C[C@H](C)[C@H](CN(C)C(=O)c2ccncc2)OCCCC[C@H](C)Oc2ccc(NS(=O)(=O)c3ccc(Cl)cc3)cc2C1=O
 : -3, -7, 0.1, 2, 10, -1, 3, 0.1
NC(=O)c1ccc(NC(=O)C2CC2)cc1
 : -3, 14, ·, -6, 6, ·, 9, 0.0
CSc1nnc(NC(=O)c2ccc(S(=O)(=O)N(C)C)cc2)s1
 : -1, -3, ·, -1, 5, 9, -44, 0.1
COc1ccc(NC(=O)N(C)C[C@H]2Oc3ccc(NC(=O)NC(C)C)cc3C(=O)N([C@H](C)CO)C[C@@H]2C)cc1
 : -6&-1, 22, 0.8&2.1, -7&-4, ?, -4&44, -13&-26, 0.4&0.1
COC(=O)c1sc(NC(=O)CSc2nc3nc(C)cc(C)n3n2)c(C(=O)OC)c1C
 : 2, 3, 0.9, 2, -2, 0, 6, -0.3
